Screens deposited in PubChem BioAssay by several laboratories.
Anthrax LF prot: anthrax lethal factor protease inhibition. inhibition, % at 10 µM. actives 0.12% (n = 360,000). multiplex microsphere protease cleavage assay, LF. P15917; in the data active = inhibition above about 30%; also: plate controls were buffer without enzyme for full effect and enzyme alone for no effect
TcdB inh: TcdB glycohydrolase inhibition | P18177 | TcdB glycohydrolase enzymatic assay, plate reader | inhibition, % at 9.99 µM | actives 0.24% (n = 350,000); in the data active = inhibition above about 10%
3CLpro inhibitor: SARS-CoV 3CLpro protease inhibition; AID 1706; recombinant SARS-CoV 3CLpro, quenched FRET peptide cleavage; actives 0.14% (n = 290,000); inhibition, % at 6 µM; in the data active = inhibition above about 12%
Y pestis TopoI: blocks Yersinia pestis topoisomerase I activity; Y. pestis Topo-I cleavage product accumulation, plate reader; activity, % at 10 µM; actives 0.064% (n = 360,000); AID 504884; in the data active = activity above about 50%, passing the limit was not always enough; also: inactives centre near 2
MazF activator: MazEF (E. coli) toxin RNase activation | P0AE70 | FAM/BHQ RNA-DNA oligo cleavage fluorescence, 5 h | activation, % at 20 µM | actives 0.32% (n = 350,000) | AID 504720; in the data active = activation above about 50%
Target sequence (P0AE70 whole entry, looked up): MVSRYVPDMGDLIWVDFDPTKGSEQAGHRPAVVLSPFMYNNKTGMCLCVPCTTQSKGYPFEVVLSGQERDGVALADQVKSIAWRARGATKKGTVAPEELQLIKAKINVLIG
BH1578 lux ind: inducers of Vibrio cholerae quorum light production without autoinducers; V. cholerae BH1578 lux reporter, luminescence, 6 h; actives 0.16% (n = 350,000); activation, % at 18.7 µM; in the data active = activation mostly above about 9.7%, no sharp cut-off; also: not every result past the cut was called active; inactives centre near 0; reference of the scale not given here
VHR inh abs: blocks human VHR1 dual specificity phosphatase | AID 1654 | recombinant VHR phosphatase, pNPP absorbance | inhibition, % at 13.3 µM | P51452 | actives 0.52% (n = 290,000); in the data active = inhibition above about 50%; also: some compounds called inactive have numbers as strong as hits
Target sequence (P51452 whole entry, looked up): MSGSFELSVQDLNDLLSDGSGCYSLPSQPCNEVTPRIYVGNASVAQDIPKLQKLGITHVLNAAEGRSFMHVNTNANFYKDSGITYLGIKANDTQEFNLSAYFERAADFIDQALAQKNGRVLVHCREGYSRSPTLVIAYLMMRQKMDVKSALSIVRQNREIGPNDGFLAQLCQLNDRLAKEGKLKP
Rv3671c inh: Rv3671c (M. tuberculosis) protease inhibition; inhibition, % at 5.96 µM; P9WHR9; actives 0.048% (n = 320,000); in the data active = inhibition above about 38%;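 also: extracellular domain of Rv3671c used as enzyme; 0% = enzyme with DMSO and 100% = no enzyme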
Target sequence (P9WHR9 whole entry, looked up, the tested form may be a part): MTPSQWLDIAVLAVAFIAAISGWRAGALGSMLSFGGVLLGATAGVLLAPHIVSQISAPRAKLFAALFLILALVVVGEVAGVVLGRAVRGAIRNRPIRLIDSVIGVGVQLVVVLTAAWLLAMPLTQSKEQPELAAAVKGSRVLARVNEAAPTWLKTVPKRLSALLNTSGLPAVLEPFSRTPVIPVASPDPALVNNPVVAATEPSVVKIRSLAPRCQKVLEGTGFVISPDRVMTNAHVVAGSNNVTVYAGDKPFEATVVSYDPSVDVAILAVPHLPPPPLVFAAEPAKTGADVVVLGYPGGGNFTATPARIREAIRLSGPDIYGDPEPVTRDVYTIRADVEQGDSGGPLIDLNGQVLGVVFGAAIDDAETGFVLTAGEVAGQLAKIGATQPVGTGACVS
PfHsp40 rescue: compounds rescuing yeast from Plasmodium falciparum HSP40 toxicity. growth rescue, % at 12.5 µM. actives 0.68% (n = 340,000). S. cerevisiae expressing PfHsp40, growth rescue, ATP luminescence; in the data active = growth rescue above about 28%, passing the limit was not always enough;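 also: yeast W303a lacking pdr1 and pdr3 grown in galactose medium; growth measured after three days at 30 °C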
PriA SSB inh: blocks PriA binding to SSB C-terminal tail; AlphaScreen SSBct-PriA binding, biotinylated peptide; inhibition, % at 33 µM; actives 0.6% (n = 430,000); in the data active = inhibition mostly above about 37%, no sharp cut-off; inactive = mostly below about 20%;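 also: plate controls were negative control peptide for no effect and reference peptide for full effect; strong numbers were not always called active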
The depositor's hits bear a star; i = inactive; . = not tested or not shown; & = joins results of further samples.

SMILES	Anthrax LF prot	TcdB inh	3CLpro inhibitor	Y pestis TopoI	MazF activator	BH1578 lux ind	VHR inh abs	Rv3671c inh	PfHsp40 rescue	PriA SSB inh
CC(C)C[C@H](NC(=O)c1nc[nH]c1C(=O)N[C@@H](CC(C)C)C(=O)OC(C)(C)C)C(=O)OCc1ccccc1	.	0.1	11.3	.	3.6	.	5.0	-11.0	.	-9.9
Cc1c(CCC(=O)NCCC(=O)O)c(=O)oc2cc3occ(-c4ccccc4)c3cc12	6.4	-1.9	2.2	-5.2	-1.7	0.0	-29.1	-1.8	0.9	-6.4
CCn1c(SCc2nc3ccccc3c(=O)[nH]2)nnc1C(C)NC(=O)c1ccccc1F (stereo unspecified)	-5.3	0.1	-0.3	1.5	0.8	-1.2	22.2	-6.3	-1.0	-13.1
CC(C)CNc1nc(S(=O)(=O)c2ccccc2)c(Cl)s1	-1.9	0.0	-0.5	9.0	4.0	-0.3	22.6	-4.7	1.0	1.4
COc1cccc(NC(=O)c2cccnc2)c1	.	.	-5.0	5.2	4.0	-0.4	15.3	-2.8	0.6	-4.5
O=c1c2[nH]c3ccc(F)cc3c2ncn1CCCn1ccnc1	1.0	.	-4.7	-7.0	-1.3	i	39.4	-1.1	-0.1	4.6
COc1ccc(NC(=O)Cc2ccccc2F)cn1	1.7	-1.3	2.7	-2.0	-0.2	-0.2	-0.6	-7.5	0.4	-15.2
COc1nnc(-c2ccc(N3CCOCC3)c(NC(=O)c3ccco3)c2)c2ccccc12	-10.3	.	3.3	19.8	3.3	-0.4	-5.8	0.1	0.3	2.5
COc1cc(C=NCC2OCCc3ccccc32)cc(OC)c1 (stereo unspecified)	5.9	0.7	-2.0	3.0	-1.6	6.2	-11.0	4.3	0.0	0.1
CCc1cnccc1CCC(=O)Nc1ccccc1C	8.7	0.5	.	-1.7	-1.5	-0.6	.	1.7	1.1	-9.6
Cc1ccc(NC(=O)[C@@H]2CCCN2S(=O)(=O)c2ccccc2F)cc1	-6.0	0.6	2.2	-3.4	7.2	-0.3	-0.7	4.8	-0.4	-5.8
O=C1S/C(=C\C=C\c2ccco2)C(=O)N1c1ccc(O)cc1	-0.8	1.7	2.0	-32.6	9.8	i	-8.8	1.7	2.4	7.5
CCc1ccc(CC)c(S(=O)(=O)Nc2ccc(O)c(C(=O)O)c2)c1	0.6	.	9.1	10.6	5.3	i	-7.5	0.8	-1.9	-11.0
Cc1cc(Cl)ccc1OCC(=O)N/N=C1\CCCc2ccccc21	-6.8	.	0.6	11.8	-3.8	i	18.6	-4.4	0.1	.
CC(C)(C)c1ccccc1OCC(O)CN1CCN(c2ccccn2)CC1 (stereo unspecified)	0.2	1.2	0.2	20.7	-6.9	-0.3	13.6	-0.6	2.2	-1.6
COc1ccc(F)cc1-c1cc(C(=O)N2CCc3ccccc3C2)[nH]n1	-3.9	-13.2	.	-3.1	.	1.2	.	.	.	.
COc1cc(NC(=O)C2CC(=O)N(CCc3ccccc3)C2)cc(OC)c1 (stereo unspecified)	-2.0	0.1	.	2.8	-2.9	i	.	3.0	-1.4	0.2
CCOC(=O)CC(=O)CSc1nc2c(cc1C#N)CCCCC2	1.3	.	-3.1	-6.7	9.5	i	33.4	3.9	1.3	-10.6
CCOC(=O)N1CCC(C(=O)NNC(=O)c2ccc(Cl)cc2Cl)CC1	2.4	2.0	0.8	1.2	4.1	-0.2	10.7	1.4	-1.8	-4.1
COc1ccc(S(=O)(=O)N(CC(=O)NC2CCCCC2)c2ccc(F)cc2)cc1	-0.7	2.7	6.8	17.6	1.2	-1.7	19.2	4.6	-0.7	-6.6
O=C(CSc1cn(CCNC(=O)c2ccccc2F)c2ccccc12)NCC1CCCO1 (stereo unspecified)	-0.1	-0.2	-0.5	7.7	1.7	i	1.1	0.1	-0.8	-14.0&6.3
O=S(=O)(c1ccc(NC(=S)N2CCOCC2)cc1)N1CCCCC1	-9.2	1.3	.	7.7	3.6	-5.0	.	.	.	.
Cc1nnc(NC(=O)c2cc3n(n2)C(C(F)(F)F)CC(C2CC2)N3)s1 (stereo unspecified)	2.7	.	2.9	-2.8	-2.1	i	-8.3	16.5	-1.2	-9.7
Cc1ccc(OCC(=O)N/N=C\c2ccncc2)c(C)c1	-0.6	-6.1	-3.0	-0.4	5.0	0.7	4.0	8.1	0.3	.
COc1ccc(/C=N/NC(=O)CCn2cnc(-c3ccccc3)c2-c2ccccc2)cc1	0.7	2.3	3.8	31.7	-9.2	-2.0	14.6	-0.5	1.1	.

Reprinted at random: 3 records from the list.
SMILES	Anthrax LF prot	TcdB inh	3CLpro inhibitor	Y pestis TopoI	MazF activator	BH1578 lux ind	VHR inh abs	Rv3671c inh	PfHsp40 rescue	PriA SSB inh
O=C1S/C(=C\C=C\c2ccco2)C(=O)N1c1ccc(O)cc1	-0.8	1.7	2.0	-32.6	9.8	i	-8.8	1.7	2.4	7.5
CC(C)CNc1nc(S(=O)(=O)c2ccccc2)c(Cl)s1	-1.9	0.0	-0.5	9.0	4.0	-0.3	22.6	-4.7	1.0	1.4
COc1cc(C=NCC2OCCc3ccccc32)cc(OC)c1 (stereo unspecified)	5.9	0.7	-2.0	3.0	-1.6	6.2	-11.0	4.3	0.0	0.1

Next section:
SMILES	Anthrax LF prot	TcdB inh	3CLpro inhibitor	Y pestis TopoI	MazF activator	BH1578 lux ind	VHR inh abs	Rv3671c inh	PfHsp40 rescue	PriA SSB inh
COc1ccc(C)cc1NC(=O)NC1CCCCCCC1	1.0	-2.8	2.7	2.6	0.3	-2.5	7.4	.	1.7	1.0
O=C(COc1ccc(S(=O)(=O)N2CCOCC2)cc1Cl)N1CCCC1	4.6	0.9	-7.1	5.1	5.7	-0.6	-7.7	-8.4	-0.2	-0.8
COC(=O)c1ccc2c(=O)[nH]c(COC(=O)c3c(-c4ccccc4)noc3C)nc2c1	-1.9	1.5	.	1.4	-0.3	1.2	.	-12.2	-0.9	-8.1
Cc1ccc(CN(C)C(=O)c2ccc3c(c2)NC(=O)CS3)o1	-1.6	0.7	-1.3	14.3	-3.4	-0.1	3.7	1.9	0.1	-7.8
Cc1[nH]nc(C(F)(F)F)c1N=NN1CCOCC1	-4.1	0.2	.	7.4	9.8	11.1	.	.	-1.0	-14.2
COc1ccc(C(C)=O)cc1CC(=O)Nc1ccccc1-c1ccccc1	-15.6	0.1	1.9	15.5	-7.0	-3.8	6.4	-2.9	0.1	-3.1
Cc1c(NS(=O)(=O)c2ccc3c(c2)c(=O)n(C)c(=O)n3C)c(=O)n(-c2ccccc2)n1C	-0.6	.	3.7	0.0	5.1	-0.9	20.8	-1.3	-0.1	-10.7
CCOC(=O)N1CCC(NC(=O)CSCc2nc(-c3ccc(OC)cc3)oc2C)CC1	0.7	4.3	-0.4	22.9	9.7	4.3	18.4	3.9	0.9	-1.0
COc1ccc(C2=CSC3=C(C(=O)c4cccc(S(=O)(=O)N(C)C)c4)CCN23)cc1	-1.3	.	-0.5	5.2	8.6	2.9	4.2	0.4	0.5	-9.9
COc1cccc(S(=O)(=O)Nc2ccc(C(=O)N3CCOCC3)cc2)c1	-0.9	.	5.5	-0.6	3.5	-0.4	16.9	1.7	0.1	3.7
CN(CC(=O)Nc1ccccc1Cl)C(=O)CSc1nncn1C	.	-0.1	.	-8.7	3.3	i	.	0.1	-1.1	-7.1
COc1cc(-c2cc(NC(C)=O)c3ncc(-c4ccc(C(C)=O)cc4)n3c2)cc(OC)c1OC	-1.0	1.2	.	30.6	.	-0.9	.	.	.	.
CC1CCCN(C(=O)c2ccc3c(c2)C(=O)N(CCC2=CCCCC2)C3=O)C1 (stereo unspecified)	-7.6	1.1	-1.9	40.6	8.2	-0.2	7.6	-5.5	4.2	-14.4
COc1cccc(N/C(SCc2ccccc2F)=C(/C#N)C(=O)NCc2cccs2)c1	-0.2	.	-0.4	21.0	-1.1	-0.1	-14.8	-13.3	0.5	-13.2
Cc1cc(NC(=O)CSc2nnc(C(C)N(C)C)n2Cc2ccccc2)no1 (stereo unspecified)	-7.6	.	-6.2	4.4	-2.1	-0.5	20.8	2.1	2.2	-5.5
O=C(Nc1ccc2ncccc2c1)c1ccccc1Br	-5.2	.	2.2	-2.6	0.0	-0.9	-10.7	-7.7	1.5	-2.8
O=C(Nc1ccncc1)Nc1ccccn1	0.9	.	0.3	-1.7	-0.9	5.0	7.1	4.7	0.2	-4.7
CN(C(=O)c1ccc(NC(=O)Cc2ccc(NC(=O)C3CCCN(C(=O)C4CC4)C3)cc2)cc1)C1CCCC1 (stereo unspecified)	-0.9	0.8	.	26.5	5.9	-0.8	.	.	-0.3	6.4
COc1ccc(-c2noc(CCC(=O)N3CCN(c4ccccc4Cl)CC3)n2)cc1	-3.2	-3.5	.	31.8	-0.3	-2.0	.	.	2.8	-9.6
O=C1C(=O)N(C/C=C/c2ccccc2)c2ccccc21	-0.2	-0.2	34.3*	1.1	2.3	i	2.1	4.7	-2.3	-9.1
CC(=O)N[C@@H](Cc1c[nH]c2ccccc12)C(=O)NCc1ccccc1	0.3	0.9	-3.9	2.9	8.1	i	-1.0	0.6	0.8	-6.1
CC1Sc2ccc(C(=O)NCc3cccc(C(F)(F)F)c3)cc2NC1=O (stereo unspecified)	2.4	1.9	.	7.9	-1.4	i	.	-8.1	0.3	-16.5
COc1ccc2oc(C(=O)N(C)Cc3ccc(OC(F)F)cc3)c(C)c2c1	3.9	-0.6	7.3	-0.4	-3.9	-0.2	-4.0	1.5	3.4	1.2
N#CC1(NC(=O)COC(=O)c2nc(Cl)c(Cl)c(N)c2Cl)CCCCC1	-0.9	0.8	.	-0.2	-1.2	i	.	-2.3	3.3	5.7
O=C1c2cccc3cccc(c23)C(=O)N1CCc1ccccc1	-6.2	1.5	-2.6	0.3	-2.7	-0.5	-1.0	-13.5	0.4	-12.0

(list continues)
SMILES	Anthrax LF prot	TcdB inh	3CLpro inhibitor	Y pestis TopoI	MazF activator	BH1578 lux ind	VHR inh abs	Rv3671c inh	PfHsp40 rescue	PriA SSB inh
O=C(NCCc1ccccc1)c1cccc(S(=O)(=O)N2CCCCC2)c1	1.3	2.0	-1.1	9.8	-14.5	-0.5	23.6	-4.2	0.6	-16.7
O=C(COc1ccccc1F)N/N=C1\CCCc2ccccc21	0.2	0.1	2.1	13.1	-4.7	i	9.1	-1.6	1.7	.
COc1ccc(CNC(=O)CN2CCN(C(c3ccccc3)c3ccccc3)CC2)cc1	-3.3	1.3	2.0	8.5	-0.8	i	18.4	-0.6	-0.9	-6.4
CC1=C(C(=O)Nc2ccc(F)cc2)C(c2ccncc2)C2=C(CCCC2=O)N1 (stereo unspecified)	-3.3	.	-1.1	-6.4	7.6	i	-17.6	-10.2	-0.2	-12.0
COc1ccc(C(C)NC(=S)NCc2ccc(F)cc2)cc1 (stereo unspecified)	-1.2	0.8	2.5	9.2	-0.5	-0.5	1.6	1.3	-0.9	-0.8
C=CCOc1ccc(NC(=O)C2CC(=O)N(C(C)C)C2)cc1 (stereo unspecified)	2.3	.	-2.5	-7.6	3.8	-0.5	12.9	4.0	19.2	-24.1
CCCC(C)C(=O)Nc1nc(C)c(-c2csc(Nc3cc(OC)ccc3OC)n2)s1 (stereo unspecified)	-2.3	-7.0	2.4	-24.9	-12.5	i	16.6	18.0	-0.4	46.7*
COc1cc(CN2CCCC(N3CCN(c4ccc(F)cc4)CC3)C2)ccc1F (stereo unspecified)	5.0	0.6	-2.6	10.0	-1.5	-0.3	20.7	2.8	1.4	0.1
O=C(Cc1cccs1)NCCS(=O)(=O)N1CCN(c2ccccc2)CC1	-1.2	0.1	.	-1.1	-12.3	i	.	.	.	.
Cc1cc(C)n2nc(C(=O)N3CCCC(CNS(=O)(=O)c4cccs4)C3)cc2n1 (stereo unspecified)	-7.2	0.8	0.1	10.2	8.2	1.4	25.2	-0.8	-1.6	-10.1
O=C(CSc1nnc(-c2ccco2)o1)N1c2ccccc2CCc2ccccc21	-0.9	.	7.3	37.8	-11.3	i	-4.7	-5.5	1.7	7.5
COC(=O)c1ccc2c(c1)NC(=O)C(N1CCOCC1)S2 (stereo unspecified)	0.5	.	-3.0	17.0	-0.1	-4.2	17.6	11.8	-2.0	-3.7

A portion of the library; the hit share may differ from the screen's.
